# SENP8 block: SENP8 protease inhibition; purified SENP8, Z-RLRGG-aminoluciferin cleavage, luminescence; inhibition, % at 10 µM; hit rate 1.2% among 330,000; AID 2540
# Gli-Sufu antag: antagonists of Gli-Sufu signaling; AID 588413; Sufu-KO-LIGHT fibroblasts, Gli luciferase reporter luminescence; hit rate 0.74% among 340,000; inhibition, % at 5 µM;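 active = inhibition above about 55%, limit read from the data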;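 also: 0% = DMSO-treated cells and 100% = wells with medium but no cells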
# 697 NFkB inh: lowers PMA/ionomycin-induced NF-kB signal in 697 B cells; inhibition, % at 4 µM; hit rate 0.33% among 330,000; 697 B-cell NF-kB luciferase reporter, 16 h; AID 435022; in the data active = inhibition above about 35%
# Jurkat NFkB inh: lowers PMA/ionomycin-induced NF-kB signal in Jurkat cells; PMA/ionomycin-induced NF-kB luciferase reporter, luminescence; inhibition, % at 4 µM; hit rate 0.53% among 330,000; AID 435003
# CCR6 antag: antagonists of human CCR6 receptor; P51684; CHO-K1 CCR6 PathHunter beta-arrestin, luminescence, CCL20-stimulated; inhibition, % at 20 µM; hit rate 0.49% among 340,000;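 active = compounds whose inhibition of the agonist-driven luminescence signal at 20 µM reaches about 50%, limit read from the data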;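 also: cells stimulated with CCL20 at 14 nM final; plate controls were DMSO with CCL20 for no effect and DMSO without agonist for full effect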
# EBI2 block: EBI2 (human) antagonism. AID 651636. inhibition, % at 5 µM. EBI2 beta-arrestin recruitment, luminescence, 7a,25-OHC stimulated. hit rate 0.81% among 360,000; in the data active = inhibition above about 38%;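 also: enzyme fragment complementation signal reports receptor beta-arrestin coupling in cells; 0% = agonist plus DMSO wells and 100% = wells without agonist; some results beyond the cut were filed as inactive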
# UBC13 polyUb: human UBC13 polyubiquitination inhibition; UBC13 polyubiquitin chain formation, TR-FRET; inhibition, % at 20 µM; hit rate 0.47% among 330,000; in the data active = inhibition above about 45%, passing the limit was not always enough
# Apaf-1 inh: inhibitors of human Apaf-1 apoptosome | reconstituted apoptosome caspase-3 activity, DEVD-Rh110 fluorescence | AID 489030 | hit rate 0.71% among 330,000 | O14727 | inhibition, % at 20 µM; active = inhibition of at least 40% at 20 µM;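 also: plate controls were DMSO wells for no effect and DEVD-CHO caspase inhibitor wells for full effect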
# Target sequence (O14727 whole entry, looked up): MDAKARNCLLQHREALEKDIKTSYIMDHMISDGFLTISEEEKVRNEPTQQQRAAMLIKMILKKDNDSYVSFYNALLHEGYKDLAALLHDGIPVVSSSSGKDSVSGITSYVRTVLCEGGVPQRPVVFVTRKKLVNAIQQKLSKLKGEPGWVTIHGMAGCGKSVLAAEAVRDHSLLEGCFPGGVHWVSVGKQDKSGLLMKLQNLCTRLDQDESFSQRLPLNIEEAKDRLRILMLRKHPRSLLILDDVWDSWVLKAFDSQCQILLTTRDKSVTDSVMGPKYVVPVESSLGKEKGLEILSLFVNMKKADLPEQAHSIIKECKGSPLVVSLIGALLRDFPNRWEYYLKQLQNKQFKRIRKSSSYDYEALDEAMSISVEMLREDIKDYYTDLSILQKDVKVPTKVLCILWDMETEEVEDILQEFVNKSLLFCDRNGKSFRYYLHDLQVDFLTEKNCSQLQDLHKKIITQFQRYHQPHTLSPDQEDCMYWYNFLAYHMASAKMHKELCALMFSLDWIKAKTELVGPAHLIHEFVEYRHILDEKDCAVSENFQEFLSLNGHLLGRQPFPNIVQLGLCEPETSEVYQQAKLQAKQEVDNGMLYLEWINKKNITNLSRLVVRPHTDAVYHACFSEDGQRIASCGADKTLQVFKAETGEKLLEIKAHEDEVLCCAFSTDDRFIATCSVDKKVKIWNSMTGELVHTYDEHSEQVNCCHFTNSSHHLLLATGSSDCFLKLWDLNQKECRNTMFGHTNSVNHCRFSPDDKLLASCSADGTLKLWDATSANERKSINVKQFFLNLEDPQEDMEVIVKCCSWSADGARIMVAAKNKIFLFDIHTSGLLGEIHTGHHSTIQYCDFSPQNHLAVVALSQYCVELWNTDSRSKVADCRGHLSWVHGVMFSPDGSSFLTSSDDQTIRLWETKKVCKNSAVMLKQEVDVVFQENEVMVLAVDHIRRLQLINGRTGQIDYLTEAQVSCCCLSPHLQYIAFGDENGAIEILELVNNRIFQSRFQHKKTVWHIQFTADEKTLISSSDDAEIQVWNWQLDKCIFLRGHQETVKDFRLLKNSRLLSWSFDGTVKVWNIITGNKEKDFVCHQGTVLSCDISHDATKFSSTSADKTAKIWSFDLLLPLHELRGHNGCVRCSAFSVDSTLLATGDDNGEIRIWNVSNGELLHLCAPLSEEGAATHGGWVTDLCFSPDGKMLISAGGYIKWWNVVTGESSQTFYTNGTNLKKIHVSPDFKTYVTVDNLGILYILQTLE
#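 Material: reconstituted apoptosome with Apaf-1, cytochrome c, caspase-9, procaspase-3, dATP / Buffer or medium: pH 7.5 Hepes buffer with CHAPS, BSA, DTT / Also added: cytochrome c with DEVD-Rh110 / Schedule: compound with Apaf-1, dATP, procaspase-3 30 min, then 50 min reaction, room temperature / Technique: rhodamine 110 fluorescence at Ex 480/Em 540 nm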
# The depositor's hits bear a star; · = no result given. Rule as the data show it, unless noted: active = inhibition above about 50%; inactive = the rest. Not all compounds are listed; the hit share may differ from the screen's.
SMILES,SENP8 block,Gli-Sufu antag,697 NFkB inh,Jurkat NFkB inh,CCR6 antag,EBI2 block,UBC13 polyUb,Apaf-1 inh
COc1ccc(CNC(=O)COC(=O)CCOc2ccc(C)cc2)cc1,-3,-12,1,5,-1,13,-10,6
Cc1csc(NC(=O)C2CC(=O)N(c3ccc(C)c(C)c3)C2)n1 (stereo unspecified),1,27,-9,12,7,2,3,9
O=C(Nc1ccc2oc(-c3cccnc3)nc2c1)c1cccnc1,6,-1,-10,-5,-4,6,3,2
Cc1cccc(N2CC(C)Cn3c2nc2c3c(=O)n(CC(=O)OCc3ccccc3)c(=O)n2C)c1 (stereo unspecified),-1,-45,5,0,18,15,7,11
CC(c1nc2ccccc2c(=O)[nH]1)N1CCOCC1 (stereo unspecified),0,5,-4,-2,3,-1,-7,-5
O=C(NC1CC1)c1ccc2c(c1)S(=O)(=O)c1cc(Cl)ccc1C2=O,0,·,20,17,·,·,0,17
COC(=O)c1sccc1NC(=O)COc1ccc(Cl)cc1,15,2,-9,-5,10,-5,10,7
O=C(CS(=O)(=O)c1ccccc1Cl)N1CCOCC1,-3,-3,6,2,3,-5,0,12
COc1ccc(CNC(=O)CN2C(=O)COc3ccc(S(=O)(=O)N4CCCCC4)cc32)cc1,-9,17,-24,-14,18,8,-4,-8
COCC(C)N1CCC(n2nccc2NC(=O)c2ccccc2Cl)CC1 (stereo unspecified),1,8,-2,2,0,8,-3,1
CCO[C@@H]1OC(C(=O)NC2CC2)=C[C@H](c2ccc(C(F)(F)F)cc2)[C@H]1CCCO,0,13,12,6,14,-8,-4,-15
CCOc1cc2c(C#N)c(N3CCOCC3)nc(N)c2c(N)n1,4,6,13,3,-19,-3,-1,11
O=C(NC(=S)N1CCCc2ccccc21)c1ccc([N+](=O)[O-])cc1,3,-7,-20,-2,-1,-6,-2,-6
Nc1nnc(-c2ccccc2Cl)s1,3,-1,7,-3,-5,-1,0,1
CC(=O)Nc1ccc(NC(=O)Cn2cnc(S(=O)(=O)N3CCOCC3)c2)cc1,2,38,-18,-5,11,-8,-4,-6
Cc1cccc(OCCCC(=O)Nc2ccc(N3CCCCC3)cc2)c1C,-2,1,-2,-27,-9,4,-17,7
O=C1/C(=C\c2cccc(O)c2)SC(=S)N1Cc1ccccc1,-8,-1,6,-23,10,-2,-4,14
COc1ccc(C(C)=O)cc1COC(=O)c1cc2ccccc2cc1O,0,-8,-1,-3,9,19,6,20
O=C(Cn1c(=O)oc2ccccc21)N(Cc1ccccc1)C1CCS(=O)(=O)C1 (stereo unspecified),-16,-3,2,-9,8,-2,-3,-2
O=C(COC(=O)c1ccc(O)cc1O)NCCN1C(=O)CSC1=O,-6,-2,13,-10,0,-2,6,6
O=C(CSc1nc2c(c(=O)n1-c1ccccc1)SCC2)N1CCOCC1,9,2,-5,11,4,2,-2,11
O=C(Nc1ccon1)c1ccc(S(=O)(=O)N2CCOCC2)cc1,0,-1,-5,-9,-6,-5,5,1
CC(C)NC(=S)N1CCN(S(C)(=O)=O)CC1,-8,-14,-28,29,-2,-16,-5,0
COc1ccccc1-c1nc(SC)n[nH]1,-3,-1,-1,-5,22,-12,6,-4
CC(=O)NC1=NC(=O)/C(=C/N2CCOCC2)S1,-5,-9,11,3,3,6,0,-8
CCCNC(=O)C(Cc1cccc(OC)c1)NC(=O)c1ccc(C#N)cc1 (stereo unspecified),5,-6,0,-5,5,0,-1,6
CCc1ccccc1OCC(=O)Nc1ccc2c(c1)OCCO2,-3,-3,-24,-44,10,1,-1,9
CCc1nc2ccc(C(=O)N3CCN(c4ccc(Cl)cc4)CC3)cc2nc1CC,-10,-4,-1,-3,11,12,0,21
Cc1cccc(OCC(=O)Nc2ccc3c(c2)C(=O)NC3=O)c1,-7,3,-18,7,-6,6,-10,17
CC(=O)Nc1ccc(S(=O)(=O)Oc2ccccc2N2C(=O)C3C4CCC(C4)C3C2=O)cc1 (stereo unspecified),-16,-11,1,-3,3,7,-10,-8

# An excerpt from above in order of heavy-atom count, ascending.
SMILES,SENP8 block,Gli-Sufu antag,697 NFkB inh,Jurkat NFkB inh,CCR6 antag,EBI2 block,UBC13 polyUb,Apaf-1 inh
CC(=O)NC1=NC(=O)/C(=C/N2CCOCC2)S1,-5,-9,11,3,3,6,0,-8
O=C(COC(=O)c1ccc(O)cc1O)NCCN1C(=O)CSC1=O,-6,-2,13,-10,0,-2,6,6
COc1ccc(C(C)=O)cc1COC(=O)c1cc2ccccc2cc1O,0,-8,-1,-3,9,19,6,20

# Next section.
SMILES,SENP8 block,Gli-Sufu antag,697 NFkB inh,Jurkat NFkB inh,CCR6 antag,EBI2 block,UBC13 polyUb,Apaf-1 inh
CC(C)c1cc(C(=O)N2CCCC(CCC(=O)NCc3ccccc3F)C2)n(C)n1 (stereo unspecified),2,5,-1,-9,-4,-5,-1,-5
O=C(CCCN=C1NS(=O)(=O)c2ccccc21)OCc1cc([N+](=O)[O-])cc2c1OCOC2,-6,-1,-4,7,4,5,-12,-6
Cc1ccc(N2CC(C(=O)Nc3nnc(C)s3)CC2=O)cc1 (stereo unspecified),-1,6,-6,-3,4,-4,3,-1
CCCOc1ccc(C(=O)CCC(=O)NNC(=O)c2cccs2)cc1,-4,3,14,-7,-4,-21,10,1
Cc1nn(C)cc1S(=O)(=O)N1CCN(Cc2ccccc2Cl)CC1,0,0,11,7,5,-7,3,8
O=C(NC1CCS(=O)(=O)C1)C1CCCN(S(=O)(=O)c2ccc(Cl)cc2)C1 (stereo unspecified),2,5,15,8,-9,-7,4,-9
CN1CCNC(=O)C1CC(=O)N1CC=C(c2ccc(F)cc2)CC1 (stereo unspecified),-2,6,9,14,8,5,5,-3
COc1cccc(C(=O)Nc2cccc3ccccc23)c1,0,-7,-3,5,1,-8,0,-8
O=C(NCCCN1CCN(CCCNC(=O)c2cccc(Cl)c2)CC1)c1cccc(Cl)c1,-2,13,2,18,10,-7,25,-9
O=C(CSc1nc2ccccc2[nH]1)c1ccccc1F,33,15,-61,-82,-7,4,-4,2
COc1cnc(-c2ccccn2)nc1Sc1ccc(F)cc1,-1,6,-11,-2,32,13,4,3
COc1cccc(/C=N/NC(=O)CN2C(=O)NC3NC(=O)NC32)c1 (stereo unspecified),5,5,2,5,5,-8,3,-11
CN(C)S(=O)(=O)N1CCC(Cc2ccccc2)CC1,-11,3,7,-8,21,0,-8,8
O=C(N/N=C/c1ccc(OC(F)F)cc1)c1cccc(S(=O)(=O)N2CCOCC2)c1,8,1,13,0,7,4,1,-21
COc1ccccc1N(CC(=O)NC(C)(C)C)C(=O)CCC(=O)Nc1nccs1,0,5,1,-11,-10,0,-2,-1
COCC(C)NCc1cccc(C)c1 (stereo unspecified),-2,-2,-31,-41,-19,-17,-16,9
O=S(=O)(NCC(c1cccnc1)N1CCN(c2ccccc2F)CC1)c1cccs1 (stereo unspecified),8,2,-22,-8,18,-8,3,8
CCOc1ccccc1CNC(=O)C1CCN(c2nc3ccccc3o2)CC1,-1,30,5,4,10,4,17,-11
O=C(NCc1ccccc1Cl)C1CCCN1S(=O)(=O)c1ccccc1F (stereo unspecified),5,-23,15,3,11,-2,2,1
COc1ccc(CCNC(=S)Nc2ccccc2)cc1,2,2,12,-20,7,15,-2,-17
CCOC(=O)Nc1sc(=S)n(C)c1C,-3,-3,2,-8,1,-8,1,-6
O=C(CCn1nnc(-c2cccs2)n1)N1CCc2ccccc2C1,-6,2,22,-3,31,1,7,0
COC(c1ccccc1)c1nnc(CCC(=O)NCCCc2ccccc2)o1 (stereo unspecified),1,17,-4,-18,8,-3,2,2
O=C(CCl)NNC(=O)c1c(O)c2ccccc2[nH]c1=O,4,-4,6,6,11,-3,2,-17
COc1ccc(NC(=O)C(NC(=O)Cc2cccs2)c2ccc(C)cc2)cc1 (stereo unspecified),1,-2,-54,14,5,-6,-6,-4
Cc1ccc(OCC(=O)O/N=C(\N)c2ccccn2)cc1C,15,-108,-105,-85,-11,4,4,3
CCc1cccc(C)c1NC(=O)CSc1nnc(-c2cc3cc(Br)ccc3o2)n1CC,-7,48,-31,12,2,1,-12,39
COc1ccc(/C=C(\NC(=O)c2ccccc2)C(=O)NCCC(=O)O)cc1,6,10,7,10,-3,0,-2,-19
Cc1ccccc1NC(=O)Cc1nc(CSc2nnc(C3CCCCC3)n2N)cs1,-2,1,-2,7,3,-38,6,-6
CCCCn1nc(NS(=O)(=O)c2cccc3nonc23)c2cc3cccc(C)c3nc21,6,13,-19,-3,19,-3,-22,-3
CC(=O)c1c(OC(=O)c2ccccc2)c2ccccc2n1C,-6,1,0,-14,8,-21,10,7
CCOc1ccc(S(=O)(=O)NCC(c2ccc3c(c2)OCO3)N2CCN(C)CC2)cc1 (stereo unspecified),6,12,11,3,11,-1,6,12
CN1CCN(CCCNC(=O)Cn2nc(-c3ccccc3)ccc2=O)CC1,-4,3,9,0,11,16,-9,-8
COc1ccc(CCNCC2C(Oc3ccc(Cl)cc3)C(=O)N2c2ccccc2C)cc1OC (stereo unspecified),6,5,-1,2,22,4,8,15
O=C(NCc1ccccc1Cl)C1CCN(S(=O)(=O)N2CCOCC2)CC1,0,-4,8,3,-8,-8,5,3
CCOc1ccc(C(C)=O)cc1COc1ccc(-n2cnnn2)cc1,-4,4,-6,18,1,9,-7,17
O=C(Oc1cccc(F)c1)c1ccc2c(=O)n3c(nc2c1)CCC3,-7,4,1,2,6,-13,7,-6
CCC(=O)Nc1cc(OC)cc(OC)c1,-8,-18,7,-3,0,-6,-5,2
CCc1nn(C(C)C(=O)N2CCN(c3ccc(OC)cc3)CC2)c(=O)c2cc3occc3n12 (stereo unspecified),10,-15,-37,40,31,3,-2,4
Cc1cc(C(=O)N2C(C)CCCC2C)no1 (stereo unspecified),2,-19,-5,-4,-4,-2,7,1
CCOc1cc(CNCCCN2CCOCC2)ccc1OCC(=O)Nc1cccc2ccccc12,2,-7,7,7,17,-9,10,-15
Cc1ncsc1CCC(=O)N1CCCC(C(=O)c2ccc3c(c2)OCO3)C1 (stereo unspecified),-1,-9,17,-4,-5,-3,18,0
C#CCSc1nncn1C(=O)/C=C/c1ccccc1,-9,9,-7,-8,12,·,15,-12
CC(C)(C)c1ccc(C(=O)CCC(=O)NCc2ccccc2)cc1,-6,0,-19,-8,8,8,-15,32
CCC(C)NC(=O)C1c2ccccc2C(=O)N1Cc1ccc(OC)cc1OC (stereo unspecified),2,-8,-8,-3,-37,2,-8,3

# At a glance, some entries already given:
SMILES,SENP8 block,Gli-Sufu antag,697 NFkB inh,Jurkat NFkB inh,CCR6 antag,EBI2 block,UBC13 polyUb,Apaf-1 inh
Cc1cc(C(=O)N2C(C)CCCC2C)no1 (stereo unspecified),2,-19,-5,-4,-4,-2,7,1
CCOc1cc(CNCCCN2CCOCC2)ccc1OCC(=O)Nc1cccc2ccccc12,2,-7,7,7,17,-9,10,-15
Cc1ncsc1CCC(=O)N1CCCC(C(=O)c2ccc3c(c2)OCO3)C1 (stereo unspecified),-1,-9,17,-4,-5,-3,18,0
C#CCSc1nncn1C(=O)/C=C/c1ccccc1,-9,9,-7,-8,12,·,15,-12
CC(C)(C)c1ccc(C(=O)CCC(=O)NCc2ccccc2)cc1,-6,0,-19,-8,8,8,-15,32
CCC(C)NC(=O)C1c2ccccc2C(=O)N1Cc1ccc(OC)cc1OC (stereo unspecified),2,-8,-8,-3,-37,2,-8,3

# The results go on.
SMILES,SENP8 block,Gli-Sufu antag,697 NFkB inh,Jurkat NFkB inh,CCR6 antag,EBI2 block,UBC13 polyUb,Apaf-1 inh
O=C1CCCC(=O)N1c1ccc(NCCOCCO)c([N+](=O)[O-])c1,-2,3,13,-3,0,-13,-37,-14
Cc1nc(NC(=O)CSc2nncs2)c(Cl)cc1Cl,0,2,10,2,1,-8,20,-15
CCc1nnc(NC(=O)CN2C(=O)c3ccccc3S2(=O)=O)s1,0,0,12,1,1,2,-4,-12
COc1ccc(NC(=S)N2CCCC2c2ccc(OC)c(OC)c2)cc1 (stereo unspecified),-6,8,21,5,8,10,14,-2
Cc1cc(C)c2nc(C)cc(Nc3ccc(C(=O)NCCO)cc3)c2c1,1,-5,-7,-11,11,3,-9,-25
O=C(c1ccc(Cn2cc(Cl)cn2)cc1)N1CCN(c2ccccc2)CC1,-12,-5,-7,17,1,13,-3,11

# High-throughput results: PubChem BioAssay, Sanford-Burnham Center for Chemical Genomics
